# DRD3 agonist – agonists of human D3 dopamine receptor; max activation, %; 410,000 tested, 0.58% active; D3R DiscoveRx beta-arrestin cells, luminescence, 90 min; AID 652048; P35462; in the data active = max activation above about 30%; note: 0% is about no effect; mostly tested at two doses, the higher about 12 µM
# Target sequence (P35462 whole entry, looked up): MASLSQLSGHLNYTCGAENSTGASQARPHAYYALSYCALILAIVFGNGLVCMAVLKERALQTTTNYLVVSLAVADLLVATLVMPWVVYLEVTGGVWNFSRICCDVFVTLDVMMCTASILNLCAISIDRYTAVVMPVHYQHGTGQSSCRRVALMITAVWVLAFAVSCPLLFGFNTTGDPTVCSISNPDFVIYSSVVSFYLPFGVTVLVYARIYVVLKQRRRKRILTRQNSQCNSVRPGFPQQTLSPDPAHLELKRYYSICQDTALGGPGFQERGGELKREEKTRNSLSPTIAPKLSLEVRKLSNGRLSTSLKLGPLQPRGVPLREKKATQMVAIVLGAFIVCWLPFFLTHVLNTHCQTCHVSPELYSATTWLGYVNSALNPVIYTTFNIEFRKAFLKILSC
#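 Cells at 1500/well, incubated overnight, then treated with pinned compounds (dopamine as control) for 90 min at 37 degrees C. DiscoveRx reagent added for 30 - 60 minutes at room temperature; luminescence read.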
# KB-V1 MDR tox – kills drug-selected multidrug resistant KB-V1 cells; KB-V1 MDR cells viability, CellTiter-Glo, 72 h; AID 1347076; Potency, µM (highest dose often 46.1 µM), for the others: at the highest dose activity change, negative = cytotoxicity, usual class: cytotoxic; 400,000 tested, 3.4% active; note: potency is the fitted concentration of half-maximal effect; % is set by controls: 0 for no effect and ±100 for the full control effect; nearly all actives have a fitted effect of over 60% in size
#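 Following 72 h at 37 degrees C with compound, KB-V1 cell viability was read by CellTiter-Glo luminescence, medium being phenol-red-free DMEM plus 10% FBS; concentration-response parameters came from normalized, curve-fitted qHTS data.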
# GLP1R cytotox – cytotoxicity counter-screen for GLP-1 receptor inverse agonists. 410,000 tested, 0.13% active. HEK293 cAMP-luciferase reporter cells, luminescence, 24 h. Potency, µM (top dose mostly 38.3 µM), inactives show at the highest dose activity change, negative = inhibition, usual class: inhibitors;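 note: loss of luciferase light is scored as toxicity; potency is the fitted concentration of half-maximal effect; % is set by controls: 0 for no effect and ±100 for the full control effect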
#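 A 23 nL compound transfer followed 12 hours of cell culture at 37 deg C; exposure then lasted 24 hr. Luciferase assay detection reagent was dispensed and plates read for luminescence after a 12 min room-temperature wait.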
# aSyn yeast inh – rescues yeast growth from alpha-synuclein toxicity; Yeast expressing alpha-synuclein, growth rescue, BacTiter-Glo, 24 h; Potency, µM (top dose mostly 46.1 µM), for the others: top-dose growth rescue (activation), actives largely listed as activators; 370,000 tested, 0.14% active; note: potency is the fitted concentration of half-maximal effect; % of control where 0% means no effect; nearly all actives have a fitted effect of over 65% in size
#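 Screening used galactose-induced yeast with toxic alpha-synuclein levels, exposed to compound for 24 hr at 30 deg C. Cell growth, read with BacTiter-Glo luminescence, gave the measured signal.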
# TDP-43 yeast inh – rescues yeast growth from TDP-43 toxicity; TDP-43 expressing yeast growth rescue, BacTiter-Glo, 24 h; Potency, µM (series often up to 46.1 µM), for the others: at the top dose growth rescue (activation), actives largely listed as activators; 410,000 tested, 1.8% active; note: potency is the fitted concentration of half-maximal effect; % of control where 0% means no effect; nearly all actives have a fitted effect of over 50% in size
#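 Galactose-induced TDP-43 yeast, OD600=0.02, compound pinned; 24 hr, 30 deg C; BacTiter-Glo luminescence for growth. Inhibitors of TDP-43 toxicity read as activators.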
# GLP-1R inv ag – GLP-1 receptor (human) inverse agonism; AID 624417; 410,000 tested, 1.6% active; HEK293 GLP-1R CRE-luciferase, luminescence, 24 h; GLP-1R form is constitutively active; Potency, µM (titrated, usually from 38.3 µM), for inactives: at the top dose activity change, negative = inhibition, actives largely listed as inhibitors; P43220; note: potency is the fitted concentration of half-maximal effect; % is set by controls: 0 for no effect and ±100 for the full control effect; nearly all actives have a fitted effect of over 55% in size
# Target sequence (P43220 whole entry, looked up): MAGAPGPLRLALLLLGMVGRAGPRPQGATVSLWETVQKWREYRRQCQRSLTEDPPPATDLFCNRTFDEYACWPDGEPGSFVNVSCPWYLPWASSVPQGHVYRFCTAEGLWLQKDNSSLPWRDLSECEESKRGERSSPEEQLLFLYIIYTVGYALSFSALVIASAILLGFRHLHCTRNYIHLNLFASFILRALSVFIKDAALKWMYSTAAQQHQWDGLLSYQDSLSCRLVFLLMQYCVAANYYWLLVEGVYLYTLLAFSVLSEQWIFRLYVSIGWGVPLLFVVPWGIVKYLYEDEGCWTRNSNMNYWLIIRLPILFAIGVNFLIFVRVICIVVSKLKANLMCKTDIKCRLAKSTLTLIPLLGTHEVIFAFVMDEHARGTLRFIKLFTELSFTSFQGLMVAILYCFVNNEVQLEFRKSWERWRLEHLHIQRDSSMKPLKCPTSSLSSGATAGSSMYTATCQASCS
#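 Using stably transfected HEK293 (constitutively active GLP-1R, cAMP-luciferase reporter), compounds were incubated 24 hr and luciferase measured by luminescence.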
# PTHR1 agonist – agonists of human PTHR1 parathyroid hormone receptor; Potency, µM (titrated, usually from 115 µM), for inactives: at the highest dose activation, hits mostly activators; AID 743266; 410,000 tested, 0.075% active; HEK293 GP2 PTHR1 cells, GloSensor cAMP luminescence, 1 h; note: potency is the fitted concentration of half-maximal effect; nearly all actives have a fitted effect of over 55% in size; some results filed as inactive show a strong effect at the top dose; inactives centre near -15; many of its hits are not listed in these tables
#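 HEK-293-derived GP2 cells expressing PTHR1 and a GloSensor cAMP reporter, 3,000/well, plated overnight, given luciferin plus IBMX (each 0.5 mM as added) for 1 h at 37 °C, then compound for 1 h at 37 °C. Luminescence was read after 15 min at room temperature.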
# GLP-1R agonist – GLP-1 receptor (human) agonism; P43220; HEK293 GLP-1R CRE-luciferase, luminescence, 4-6 h; cells express a hypersensitive GLP-1R form; Potency, µM (top dose mostly 45.6 µM), inactives show at the highest dose activation, usual class: activators; 380,000 tested, 0.007% active; AID 624172; note: potency is the fitted concentration of half-maximal effect; % of control where 0% means no effect
# D3 antag – D3 dopamine receptor (human) antagonism; P35462; D3R cells, DiscoveRx beta-arrestin luminescence, antagonist mode; hits give low values; max response, negative = inhibition, %; 360,000 tested, 2.5% active; AID 652054; in the data active = max response below about -50%; inconclusive = no clear call, values can overlap the other calls; note: % is set by controls: 0 for no effect and ±100 for the full control effect; mostly tested at two doses, the higher about 12 µM
#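 Cells expressing the human receptor were seeded at 1500 cells/well, incubated overnight at 37 degrees C in 5% CO2, then exposed to library compounds with dopamine controls for 90 minutes at 37 degrees C before luminescent detection.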
# Active calls of the source: *; i = inactive; ? = inconclusive; nt = not tested or not shown; [ ] = another dose, or the depositor's remark. Unless noted, calls come from the whole dose curve; as a rule, active = well fitted curve in the direction sought with a large enough effect; inconclusive = small, poorly fitted or top-dose-only effect, or another doubt; inactive = no such curve, though single readings can be large; an effect the other way counts as inactive or inconclusive. Some of the compounds tested; count on the stated rates, not on these rows.
SMILES,DRD3 agonist,KB-V1 MDR tox,GLP1R cytotox,aSyn yeast inh,TDP-43 yeast inh,GLP-1R inv ag,PTHR1 agonist,GLP-1R agonist,D3 antag
CC(C)C(NC(=O)c1ccc2c(c1)OCO2)C(=O)N/N=C/c1cccs1 (stereo not drawn),3,-3%,-29%,-4%,-9%,-20%,-3%,-3%,4
O=C(Cc1ccc(Cl)cc1Cl)Nc1ccncc1,-4,6%,-1%,?,-23%,-32%,-86%[inhibitor],0%,-7
CC(NC(=O)C1CCCC1)C1CC2CCC1C2 (stereo not drawn),5,-14%,-10%,9%,5%,-24%,i,-6%,22
O=C(Nc1nc2ccc(Cl)cc2s1)C1CCCO1 (stereo not drawn),-14,-3%,-4%,-1%,?,?,-8%[57.5 µM],-19%,31
Cc1ccc(-n2cccc2/C=C2/C(=N)N3C(=NC2=O)SN=C3S(C)(=O)=O)cc1Cl,4,-3%,?,1%,21%,-19%,-23%,3%,9
COc1cc(C(=O)N2CCN(c3cccc(C(F)(F)F)c3)CC2)ccc1OCC(=O)N1CCOCC1,-7,18µM*,-23%,-1%,15%,-4%,-15%,1%,-17
CCOc1ccccc1N(CC(=O)O)S(=O)(=O)c1ccccc1,-1,5%,-11%,2%,-2%,0%,-9%[57.5 µM],-11%,-22
CC(=O)NCCOc1c(C)cc(S(N)(=O)=O)cc1C,0,-18%,17%,3%,0%,-2%,16%[57.5 µM],-2%,2
CCCCN(C)CCCNC(=O)C1(O)c2ccccc2NC(=O)N1c1ccc(Cl)cc1 (stereo not drawn),0,8%,-3%,1%,19%,3%,i,14%,3
Oc1c(Br)cccc1/C=N/c1ncn[nH]1,2,?,0%,0%,2%,-3%,-30%,-5%,-9
CCOc1ccccc1NC(=O)N1CCc2cc(S(=O)(=O)N3CCC(C)CC3)ccc21,-4,nt,2%,nt,10%,-2%,-24%,nt,nt
COC(=O)CSc1nc2sc3c(c2c(=O)n1Cc1ccccc1)CCC(C(C)(C)C)C3 (stereo not drawn),-7,8%,7%,nt,7%,8%,-21%,nt,nt
CCOC(=O)c1ccc(N=c2ssnc2Cl)cc1,2,0%,-2%,-74%[inhibitor],?,-2%,-38%[inhibitor],-2%,-14
O=C(CNC(=O)c1cccs1)Nc1ccc2c(c1)OCCO2,-2,13%,14%,-2%,-19%,?,-70%[inhibitor],-26%,0
O=C(COc1ccccc1)N(Cc1cccnc1)c1nc2ccc(F)cc2s1,-24,nt,-1%,nt,?,12%,-76%[inhibitor],nt,nt
CC(C)CN1C(=O)C(=O)N(CC(=O)NC(C)CCc2ccccc2)C1=O (stereo not drawn),-5,-19%,0%,1%,0%,-6%,-32%[inhibitor],7%,-7
COc1cccc(N2CCN(C(=O)c3ccc(CS(=O)c4cccc(Cl)c4)o3)CC2)c1 (stereo not drawn),-3,nt,?,nt,26%,?,-43%[inhibitor],nt,nt
Cc1ccc(NC(=O)CN2C(=O)CCc3cc(S(=O)(=O)N4CCCCC4)ccc32)cc1N(C)C,5,?,-3%,nt,22%,?,i,nt,nt
CCc1nc2ccc(C(=O)Nc3cccc(OC)c3)cn2c1N(CC)CCOC,4,?,3%,-4%,-14%,-20%,-15%,-7%,24
Cc1c(NC(=O)CSc2ccccc2Cl)c(=O)n(-c2ccccc2)n1C,25,11%,4%,4%,-3%[0.397 µM],-3%,i,0%,10
COc1ccc(Cl)cc1NC(=O)CSc1nnc(CNC(=O)c2ccco2)o1,14,?,-22%,0%,6%,2%,0%,1%,0
Cc1ccc2[nH]c(=O)c(COC(=O)C3CCCO3)cc2c1 (stereo not drawn),2,?,-16%,1%,1%,22%,i,-1%,4
CCc1c(C)nc2ncnn2c1N1CCCC(C(=O)Nc2ccc(NC(C)=O)cc2)C1 (stereo not drawn),13,-11%,0%,-19%,4%,29%,-7%,16%,6
Cc1ccc(N2CCN(C(=O)c3c4c(nc5ccccc35)C(=O)N(C3CCCCC3)C4)CC2)c(C)c1,3,17%,0%,nt,7%,-10%,i,nt,nt
CC(=O)c1cccc(CN2CCC(n3nccc3NC(=O)CCCc3ccccc3)CC2)c1,-15,?,-13%,9%,4%,-18%,-53%[inhibitor],-2%,-2
Cc1nnc(SCC(=O)N2CCCC2)n(N)c1=O,8,1%,-1%,-7%,26%[9.22 µM],28%,i,1%,4
CCOC(=O)c1c(C)noc1-c1ccco1,8,7%,3%,0%,6%,14%,-22%,5%,1
S=C(Nc1ccc2c(c1)OCCO2)Nc1ccccc1Cl,15,8%,-2%,0%,?,14%,i,10%,20
Cc1ccc(C)c(N2CCN(CCCNC(=O)C3COc4ccccc4C3)CC2)c1 (stereo not drawn),-17,nt,-20%,nt,12%,?,-18%,nt,nt
COc1ccc(S(=O)(=O)N(C)C[C@@H]2OCCCC[C@H](C)Oc3ccc(NC(=O)Nc4ccc(C(F)(F)F)cc4)cc3C(=O)N([C@H](C)CO)C[C@H]2C)cc1,-6,-2%,7%,-3%,17%,?,-25%,15%,-20
COc1cccc(CNC(=O)c2ccc(CS(=O)Cc3ccccc3Cl)o2)c1 (stereo not drawn),10,?,-14%,9%,12%,-18%,i,-1%,44
CC(NS(=O)(=O)CCNC(=O)c1ccccc1)c1ccccc1 (stereo not drawn),-3,7%,-1%,-1%,12%,-1%,i,-13%,3
CCOC(=O)c1ccc(NC(=O)c2csnn2)cc1,2,1%,-5%,nt,28%,9%,i,nt,nt
COc1c(Br)cc2c(C)c(C(=O)O)oc2c1Br,33*,3%,-1%,-27%,3%,2%,18%,16%,-15
O=C(NCCS(=O)(=O)NCc1ccccc1Cl)c1ccccc1,-4,?,-9%,2%,13%,-12%,i,-3%,-11
COc1ccccc1C(CCN(Cc1cccs1)C(C)=O)c1ccco1 (stereo not drawn),-1,0%,-17%,13%,11%,?,i,3%,-11
COCCCn1c(-c2ccsc2)nc2c1c(=O)[nH]c(=O)n2Cc1ccccc1,-5,-13%,-3%,-2%,7%,14%,-14%[57.5 µM],9%,-18
O=C1C(Cl)=C(N2CCCCC2)C(=O)N1c1ccccc1Cl,-34,3%,-9%,0%,28%,3%,i,5%,-5
CCN1CCN(c2nc(Nc3ccccc3F)nc(N)c2[N+](=O)[O-])CC1,-17,-9%,-13%,-8%,-9%,39%[activator],5%,11%,-63*
CCOC(=O)N1CC=C2C(C#N)=C(N)C(C#N)(C#N)[C@H](c3ccc(OC(C)C)c(OCC)c3)[C@H]2C1,-1,17%,0%,-2%,?,0%,-7%,14%,-2
COc1cccc(CNC(=O)Cc2ccc(-c3ccccc3)cc2)c1,4,?,8%,4%,28%,?,-16%,18%,7
Cc1ccc(CN2C(=O)CN(S(C)(=O)=O)CC2(C)C(=O)NC(C)C)cc1 (stereo not drawn),1,-4%,-8%,-1%,14%,3%,-4%,nt,16
CC(C)C[C@H](NC(=O)N1CCn2c1nc1ccccc12)C(=O)NCCc1ccccc1,-2,12%,-7%,2%,9%,?,i,9%,5
CC(C)C(OC(=O)c1cccs1)C(=O)NCc1ccc2c(c1)OCO2 (stereo not drawn),11,-18%,4%,13%,28%,-27%,-19%,2%,4
COc1ccc(C(=O)N2CCn3c2nc2ccccc23)cc1,1,0%,7%,0%,0%,25%,-18%,10%,-10
COc1cccc(OCCNc2cc(Cl)ccc2[N+](=O)[O-])c1,-6,13%,?,-12%,19%,-11%,-30%[inhibitor][57.5 µM],27%,7
CC(=O)NC(CC(=O)Nc1ccc(S(=O)(=O)N2CCCC2)cc1)c1ccccc1 (stereo not drawn),-3,20%,-3%,-6%,6%,19%,i,-9%,?
CCc1nn(-c2ccccc2)c2nc(-c3cccc(OC)c3)c3cc(OC)c(OC)cc3c12,1,28%,3%,nt,0%,5%,i,nt,nt

# Some of the entries above in another layout.
# Second line of a record: DRD3 agonist	KB-V1 MDR tox	GLP1R cytotox	aSyn yeast inh	TDP-43 yeast inh	GLP-1R inv ag	PTHR1 agonist	GLP-1R agonist	D3 antag
- Cc1ccc(N2CCN(C(=O)c3c4c(nc5ccccc35)C(=O)N(C3CCCCC3)C4)CC2)c(C)c1
  3	17%	0%	nt	7%	-10%	i	nt	nt
- COc1ccc(S(=O)(=O)N(C)C[C@@H]2OCCCC[C@H](C)Oc3ccc(NC(=O)Nc4ccc(C(F)(F)F)cc4)cc3C(=O)N([C@H](C)CO)C[C@H]2C)cc1
  -6	-2%	7%	-3%	17%	?	-25%	15%	-20

# The list continues:
SMILES,DRD3 agonist,KB-V1 MDR tox,GLP1R cytotox,aSyn yeast inh,TDP-43 yeast inh,GLP-1R inv ag,PTHR1 agonist,GLP-1R agonist,D3 antag
COc1ccc(CNc2nc(-c3ccccc3)nc3ccccc23)cc1OC,9,2%,-9%,0%,16%,?,i,27%,43
CN(C)S(=O)(=O)c1cccc(C(=O)Nc2cc(Cl)ccc2O)c1,1,-4%,-21%,3%,5%,-6%,-15%,-4%,7
CCOC(=O)c1cc(-c2ccccc2)n(-c2cccc(C(=O)N(C)c3ccc(C)cc3)c2)c1C,-6,?,-6%,nt,9%,?,i,nt,nt
CCOC(=O)c1cccc(C2=CC(=O)CC(C)(C)C2)c1,-7,24%,-19%,-7%,20%,?,i,8%,0
CC1=NN(c2ccccc2)C(=O)/C1=C\N1CC(C)OC(C)C1 (stereo not drawn),-8,-12%,2%,-5%,-26%,24%,i,1%,0
CN(C)S(=O)(=O)c1ccc(Cl)c(NC(=O)CN2CCCCCC2)c1,-15,?,16%,-2%,-8%,?,-3%,23%,-20
CCOC(=O)/C(C#N)=C1/C=Cc2ccccc2N1CC,0,-4%,?,2%,27%,95%[activator],i,10%,15
COc1ccc(/C=C/C(=O)NC(C)(C)C)cc1S(=O)(=O)N1CCOCC1,-2,-15%,10%,-4%,-6%,-6%,i,0%,1
COc1cccc(CC(=O)NNC(=O)c2ccc3c(c2)OCO3)c1,-1,?,4%,2%,9%,-18%,i,7%,-5

# Screens: PubChem BioAssay, National Center for Advancing Translational Sciences (NCATS)
